APP 5'UTR act = APP 5'UTR luciferase reporter activation. SH-SY5Y APP 5'UTR luciferase reporter, luminescence; zero percent = DMSO vehicle wells. activation, % at 2 µM. 1% of 190,000 active;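 active = activation above a set limit, based on mean plus 3 SD of controls, cut at about 140% in these data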; also: values of inactives mirror those of a sister screen read the other way
FLuc inh counter = inhibits firefly luciferase, flagging false hits in luciferase inhibition screens; ATPLite firefly luciferase biochemical luminescence, 10 min; inhibition, % at 10 µM; 1.5% of 200,000 active;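 active = inhibition above about 50% when tested at 10 µM, limit read from the data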
Target sequence (P08659 whole entry, looked up): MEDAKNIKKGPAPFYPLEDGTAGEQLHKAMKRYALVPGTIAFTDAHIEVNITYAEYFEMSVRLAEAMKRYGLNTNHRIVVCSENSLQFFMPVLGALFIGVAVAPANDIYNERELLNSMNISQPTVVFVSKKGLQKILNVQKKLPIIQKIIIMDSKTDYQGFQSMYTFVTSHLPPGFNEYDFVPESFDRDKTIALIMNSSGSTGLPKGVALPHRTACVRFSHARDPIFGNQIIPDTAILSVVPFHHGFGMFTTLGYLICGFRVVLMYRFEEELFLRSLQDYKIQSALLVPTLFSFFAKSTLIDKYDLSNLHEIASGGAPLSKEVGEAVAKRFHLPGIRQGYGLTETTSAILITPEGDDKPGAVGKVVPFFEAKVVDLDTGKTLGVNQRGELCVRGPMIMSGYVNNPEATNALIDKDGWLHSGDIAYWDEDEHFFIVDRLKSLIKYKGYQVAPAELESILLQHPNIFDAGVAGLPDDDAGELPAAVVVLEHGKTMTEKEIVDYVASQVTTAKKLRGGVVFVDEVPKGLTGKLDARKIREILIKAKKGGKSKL
APP transl inh = APP translation inhibition; SH-SY5Y APP 5'UTR-luciferase reporter, luminescence; inhibition, % at 2 µM; 0.82% of 190,000 active; AID 1285;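 active = inhibition above a set limit, derived from the sample mean plus 3 SD, cut at about 45% in these data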; also: values of inactives mirror those of a sister screen read the other way
Hsp70 act = transcriptional activators of Hsp70; activation, % at 10 µM; HeLa Hsp70 promoter luciferase reporter, luminescence; scaled: vehicle 0, proteasome-inhibitor control 100%; 0.04% of 200,000 active;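 active = activation above the mean across all tested compounds plus 3 SD, cutoff set per campaign, cut at about 5.5% in these data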;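 also: 100% = MG132 at 30 µM as the positive control and 0% = DMSO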
G6PDH CS = L. mesenteroides G6PDH inhibition counter-screen. Purified L. mesenteroides G6PDH, diaphorase/resazurin coupled fluorescence, 45 min. inhibition, % at 5 µM. 0.12% of 200,000 active; in the data active = inhibition above about 50%
STAT1 activator = increases IFN-gamma driven STAT1 reporter signal | NIH 3T3 STAT1-luciferase reporter, luminescence; 100% = IFN-gamma alone, no compound | activation (% of control), % at 5.5 µM | 2.6% of 200,000 active | AID 932;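 active = activation above the screen-wide mean activation plus 3 SD, cut at about 130% in these data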;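 also: raw ratio to IFN-gamma control signal so 100% means no change and 0% no light; values of inactives mirror those of a sister screen read the other way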
FLuc stim CS = affects firefly luciferase, flagging false hits in luciferase stimulation screens; P08659; ATPlite luciferase biochemical, luminescence, 10 min; 0 = ATP-free wells, 1 = DMSO control; activation factor at 10 µM; 200,000 tested, under 10 active;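 active = luciferase activation factor, scaled between plate controls, of at least 2 with compound at 10 µM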
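Material: luciferase plus luciferin reagent, cell-free. Medium: PBS buffer for ATP. Also added: ATP substrate, dispensed from a 10.24 µM working solution in PBS. Doses: test compounds dosed from 2 mM stocks in 100% DMSO. Incubation: 10 min post-reagent at room temperature. Technique: light output (luminescence). Read-out basis: luminescence gain marking luciferase activators.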
NF-kB expr up = compounds increasing NF-kB expression in human neuronal cells; fold change at 12.5 µM; 1.6% of 190,000 active; NF-kB reporter expression; active compounds read high; AID 1239; in the data active = fold change above about 3.3
HMGR II inh = E. faecalis class II HMG-CoA reductase inhibition. 0.41% of 190,000 active. inhibition, % at 10 µM. purified E. faecalis HMGR, NADPH absorbance 340 nm kinetic;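 active = inhibition above a set limit, the median over all tested compounds plus 3 SD, cut at about 9.5% in these data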;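 also: enzyme runs in reverse so mevalonate oxidation gives rising NADPH absorbance; 0% = complete reaction with DMSO and 100% = background rate lacking mevalonate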
DTT redox prof = compounds producing H2O2 with reducing agent – biochemical, NIH compound library profiling, artefact control for MLSCN library redox annotation, primary screen | DTT-dependent redox cycling H2O2, phenol red/HRP absorbance; 100% = 100 µM peroxide control, 0% = buffer | activation, % at 10 µM | 0.03% of 200,000 active;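 active = activation of at least 50% relative to the plate's high and low controls in the primary single-dose screen; inactive = activation below 50%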;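 also: compound incubated with DTT at 0.8 mM final as the reducing agent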
* hit, by the source's call.

A first look (three entries):
Screening CC1(C)CC(=O)C(C=Nc2ccncc2)=C(O)C1 returned APP 5'UTR act 7, APP transl inh -7, Hsp70 act -0.2, STAT1 activator 96 and DTT redox prof 2.8.
N#CC1=C(N)NC(SCc2ccccc2)=C(C#N)C12CCCCC2 was read as APP 5'UTR act 17, FLuc inh counter 6, APP transl inh -17, Hsp70 act 0.1, G6PDH CS -6, STAT1 activator 96, FLuc stim CS 0.9, NF-kB expr up 1.5, HMGR II inh -4 and DTT redox prof 1.5.
Screening Cc1c(C(N)=O)c(N)c(C(=O)c2ccccc2)n1-c1ccccc1 returned APP 5'UTR act -7, FLuc inh counter -4, APP transl inh 7, Hsp70 act -0.4, G6PDH CS 2, STAT1 activator 99, FLuc stim CS 1, NF-kB expr up 1, HMGR II inh -3 and DTT redox prof 0.7.

The listing, from the start:
Screening CC1(C)CC(=O)C(C=Nc2ccncc2)=C(O)C1 returned APP 5'UTR act 7, APP transl inh -7, Hsp70 act -0.2, STAT1 activator 96 and DTT redox prof 2.8.
N#CC1=C(N)NC(SCc2ccccc2)=C(C#N)C12CCCCC2 was read as APP 5'UTR act 17, FLuc inh counter 6, APP transl inh -17, Hsp70 act 0.1, G6PDH CS -6, STAT1 activator 96, FLuc stim CS 0.9, NF-kB expr up 1.5, HMGR II inh -4 and DTT redox prof 1.5.
Screening Cc1c(C(N)=O)c(N)c(C(=O)c2ccccc2)n1-c1ccccc1 returned APP 5'UTR act -7, FLuc inh counter -4, APP transl inh 7, Hsp70 act -0.4, G6PDH CS 2, STAT1 activator 99, FLuc stim CS 1, NF-kB expr up 1, HMGR II inh -3 and DTT redox prof 0.7.
COC(=O)c1ccccc1NC(=O)NC1CCCC1 was read as APP 5'UTR act 17, FLuc inh counter -3, APP transl inh -17, Hsp70 act -0.1, G6PDH CS 10, STAT1 activator 102, FLuc stim CS 1, NF-kB expr up 1.2, HMGR II inh -2 and DTT redox prof -1.0.
For COc1cccc(NCc2cc(=O)oc3cc(-c4ccccc4)c(O)cc23)c1 the results were APP 5'UTR act 13, FLuc inh counter -4, APP transl inh -14, Hsp70 act -0.4, G6PDH CS -46, STAT1 activator 97, FLuc stim CS 1, NF-kB expr up 1.3, HMGR II inh -9 and DTT redox prof 0.3.
For CCC(C)c1ccc(S(=O)(=O)N2CCN(C(C)CC(=O)O)CC2)cc1 (configuration not stated) the results were APP 5'UTR act 15, FLuc inh counter -5, APP transl inh -15, Hsp70 act -0.1, G6PDH CS 0, STAT1 activator 94, FLuc stim CS 1.1, NF-kB expr up 1.1, HMGR II inh -5 and DTT redox prof -1.1.
COc1ccc(N2CCN(C(=O)Nc3ccccc3Cl)CC2)cc1 was read as APP 5'UTR act -3, FLuc inh counter -3, APP transl inh 3, Hsp70 act 0.1, G6PDH CS 13, STAT1 activator 106, FLuc stim CS 1, NF-kB expr up 1.1, HMGR II inh 2 and DTT redox prof -0.7.
CC1(C)CC(=O)C(C2(O)C(=O)Nc3ccccc32)CO1 (configuration not stated) was read as APP 5'UTR act -1, FLuc inh counter -3, APP transl inh 1, Hsp70 act -0.3, G6PDH CS 9, STAT1 activator 92, FLuc stim CS 1, NF-kB expr up 1, HMGR II inh -1 and DTT redox prof -0.2.
N#CCSc1nc2sc3c(c2c(=O)n1C1CCCCC1)CCCC3 was read as APP 5'UTR act -5, FLuc inh counter -7, APP transl inh 5, Hsp70 act -0.4, G6PDH CS 4, STAT1 activator 99, FLuc stim CS 1.1, NF-kB expr up 1.2, HMGR II inh 0 and DTT redox prof -2.7.
Cc1ccc(C(=O)N(Cc2ccccc2)C(C)(C)C)cc1C was read as APP 5'UTR act -14, FLuc inh counter 0, APP transl inh 14, Hsp70 act -0.1, G6PDH CS -1, STAT1 activator 91, FLuc stim CS 1, NF-kB expr up 1.6, HMGR II inh 0 and DTT redox prof -0.4.
Screening COc1cc(-c2nnc(SCC(=O)/C(C#N)=C(\C)N)o2)cc(OC)c1OC returned APP 5'UTR act 8, FLuc inh counter -11, APP transl inh -8, Hsp70 act -0.4, G6PDH CS 2, STAT1 activator 97, FLuc stim CS 1.1, NF-kB expr up 0.41, HMGR II inh 0 and DTT redox prof -6.7.
Screening O=C(NCc1ccc(F)cc1)c1cc(-c2cccs2)on1 returned APP 5'UTR act 14, FLuc inh counter 1, APP transl inh -14, Hsp70 act 0.2, G6PDH CS 1, STAT1 activator 102, FLuc stim CS 1, NF-kB expr up 1.9, HMGR II inh -1 and DTT redox prof -0.1.
`CC(C)NC(=O)NC(=O)COC(=O)C1CCCN1C(=O)c1cccs1` (configuration not stated) gave APP 5'UTR act 3, FLuc inh counter -8, APP transl inh -3, Hsp70 act -0.3, G6PDH CS 10, STAT1 activator 110, FLuc stim CS 1.1, NF-kB expr up 1, HMGR II inh -2 and DTT redox prof 0.1.
Screening O=C(COC(=O)Cc1c(F)cccc1Cl)NCCC1=CCCCC1 returned APP 5'UTR act 11, FLuc inh counter -9, APP transl inh -11, Hsp70 act -0.6, G6PDH CS 13, STAT1 activator 97, FLuc stim CS 1.1, NF-kB expr up 1.2, HMGR II inh 0 and DTT redox prof 3.2.
O=C(NCC1CCCO1)c1ccc(/C=N/O)nc1 (configuration not stated) was read as APP 5'UTR act 3, FLuc inh counter -6, APP transl inh -3, Hsp70 act 0.1, G6PDH CS 7, STAT1 activator 100, FLuc stim CS 1.1, NF-kB expr up 1.5, HMGR II inh -3 and DTT redox prof 0.0.
Cc1cc(C)n(C(=O)Cc2cn3ccsc3n2)n1 was read as APP 5'UTR act 6, FLuc inh counter -4, APP transl inh -6, Hsp70 act -0.3, G6PDH CS 8, STAT1 activator 96, FLuc stim CS 1, NF-kB expr up 1.4, HMGR II inh -1 and DTT redox prof 1.9.
`NNC(=O)CCCNc1ncc(C(F)(F)F)cc1Cl` gave APP 5'UTR act 2, FLuc inh counter -3, APP transl inh -2, Hsp70 act -0.4, G6PDH CS 1, STAT1 activator 101, FLuc stim CS 1, NF-kB expr up 1.1, HMGR II inh -7 and DTT redox prof -0.8.
`COc1ccc(/C=C/C(=O)NC(C)C)cc1Br` gave APP 5'UTR act -2, FLuc inh counter -2, APP transl inh 2, Hsp70 act -0.3, G6PDH CS -10, STAT1 activator 102, FLuc stim CS 1, NF-kB expr up 1.1, HMGR II inh 4 and DTT redox prof -0.8.
For O=C1C2N=NN(CC(=O)N3N=C(c4cccc5ccccc45)CC3c3ccccc3)C2C(=O)N1c1ccccc1 (configuration not stated) the results were APP 5'UTR act 17, FLuc inh counter -4, APP transl inh -17, Hsp70 act -0.5, G6PDH CS 4, STAT1 activator 100, FLuc stim CS 1, NF-kB expr up 1.1, HMGR II inh -8 and DTT redox prof 0.2.
Screening CCOc1ccc(C(C)=O)cc1COC(=O)c1cnc(Cl)c(Cl)c1 returned APP 5'UTR act 12, FLuc inh counter -8, APP transl inh -12, Hsp70 act -0.3, G6PDH CS 8, STAT1 activator 101, FLuc stim CS 1.1, NF-kB expr up 1.1, HMGR II inh 4 and DTT redox prof -0.7.
Screening O=C(NCc1ccccn1)C(=O)N/N=C/c1ccc2c(c1)OCO2 returned APP 5'UTR act 16, FLuc inh counter 6, APP transl inh -16, Hsp70 act -0.4, G6PDH CS 6, STAT1 activator 115, FLuc stim CS 0.9, NF-kB expr up 1.5, HMGR II inh -1 and DTT redox prof -0.7.
`CC1CC(C)CN(C(=O)CSc2nnc(-c3ccc(Cl)cc3)o2)C1` (configuration not stated) gave APP 5'UTR act 9, FLuc inh counter -2, APP transl inh -8, Hsp70 act -0.3, G6PDH CS 0, STAT1 activator 109, FLuc stim CS 1, NF-kB expr up 1.2, HMGR II inh -9 and DTT redox prof -0.9.
For COCCn1nnnc1C(C(C)C)N(Cc1cccnc1)Cc1ccccc1Cl (configuration not stated) the results were APP 5'UTR act -23, FLuc inh counter 1, APP transl inh 23, Hsp70 act -0.2, G6PDH CS -1, STAT1 activator 100, FLuc stim CS 1, NF-kB expr up 1.1, HMGR II inh 0 and DTT redox prof 2.8.
For Cc1ccc(S(=O)(=O)N2CCN(S(C)(=O)=O)C2c2ccccc2)cc1 (configuration not stated) the results were APP 5'UTR act -6, FLuc inh counter -6, APP transl inh 6, Hsp70 act -0.2, G6PDH CS -4, STAT1 activator 99, FLuc stim CS 1.1, NF-kB expr up 1.5, HMGR II inh -2 and DTT redox prof 2.2.
Cc1cc(C(=O)N/N=C/c2cccc([N+](=O)[O-])c2)c2ccccc2n1 was read as APP 5'UTR act 2, FLuc inh counter -7, APP transl inh -2, Hsp70 act -0.2, G6PDH CS 3, STAT1 activator 86, FLuc stim CS 1.1, NF-kB expr up 0.91, HMGR II inh -10 and DTT redox prof -0.6.
For O=C(O)CCCC(=O)NCCc1cccc(Cl)c1 the results were APP 5'UTR act 5, FLuc inh counter -3, APP transl inh -5, Hsp70 act -0.2, G6PDH CS 0, STAT1 activator 91, FLuc stim CS 1, NF-kB expr up 1.2, HMGR II inh -2 and DTT redox prof -0.2.
O=C1C2C3C=CC(C3)C2C(=O)N1c1ncn[nH]1 (configuration not stated) was read as APP 5'UTR act -4, FLuc inh counter -5, APP transl inh 4, Hsp70 act -0.1, G6PDH CS 4, STAT1 activator 105, FLuc stim CS 1, NF-kB expr up 0.98, HMGR II inh -1 and DTT redox prof 1.2.
`COc1cc(C)ccc1S(=O)(=O)n1nc(C)cc1C` gave APP 5'UTR act -8, FLuc inh counter -10, APP transl inh 8, Hsp70 act -0.2, G6PDH CS 9, STAT1 activator 98, FLuc stim CS 1.1, HMGR II inh 0 and DTT redox prof -0.8.
CN(C)c1nc(OCCNC(=O)COc2ccc(Cl)cc2Cl)nc(N(C)C)n1 was read as APP 5'UTR act -3, FLuc inh counter -1, APP transl inh 3, Hsp70 act -0.1, G6PDH CS 0, STAT1 activator 96, FLuc stim CS 1, NF-kB expr up 1.1, HMGR II inh -1 and DTT redox prof 0.3.
For CC(=O)c1[nH]c(C)c(C(C)=O)c1C the results were APP 5'UTR act 6, FLuc inh counter -6, APP transl inh -6, Hsp70 act 0.0, G6PDH CS 5, STAT1 activator 109, FLuc stim CS 1.1, NF-kB expr up 1.3, HMGR II inh -3 and DTT redox prof 0.0.
For N/C(Cc1ccc([N+](=O)[O-])cc1)=N\OC(=O)c1ccc(Br)o1 the results were APP 5'UTR act 3, FLuc inh counter -8, APP transl inh -3, Hsp70 act -0.2, G6PDH CS 1, STAT1 activator 104, FLuc stim CS 1.1, NF-kB expr up 1.2, HMGR II inh 1 and DTT redox prof -0.3.
`COCCNC(=S)NCCCNc1nc2cc3c(cc2cc1C#N)OCO3` gave APP 5'UTR act -3, FLuc inh counter -1, APP transl inh 3, Hsp70 act 0.0, G6PDH CS 6, STAT1 activator 106, FLuc stim CS 1, NF-kB expr up 1.3, HMGR II inh 3 and DTT redox prof 1.9.
Screening COc1cc(NC(=O)CN2C(=O)C(c3ccccc3)=NC23CCCCCC3)cc(OC)c1 returned APP 5'UTR act 5, FLuc inh counter 3, APP transl inh -5, Hsp70 act -0.2, G6PDH CS 18, STAT1 activator 94, FLuc stim CS 1, NF-kB expr up 0.73, HMGR II inh -10 and DTT redox prof 0.4.

High-throughput results from PubChem BioAssay.

Random draw from the library, and some 5.3% of all compounds hit somewhere here.
